PI4K2A block – blocks human PI4K2A kinase activity. Q9BTU6. purified PI4K2A, ADP-Glo luminescence, 1 h; active compounds read low. activity change, negative = inhibition, % at 76.9 µM. 0.13% of 420,000 active; in the data active means activity change below about -50%;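 further: -100% = wells without enzyme as full effect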
Target sequence (Q9BTU6 whole entry, looked up): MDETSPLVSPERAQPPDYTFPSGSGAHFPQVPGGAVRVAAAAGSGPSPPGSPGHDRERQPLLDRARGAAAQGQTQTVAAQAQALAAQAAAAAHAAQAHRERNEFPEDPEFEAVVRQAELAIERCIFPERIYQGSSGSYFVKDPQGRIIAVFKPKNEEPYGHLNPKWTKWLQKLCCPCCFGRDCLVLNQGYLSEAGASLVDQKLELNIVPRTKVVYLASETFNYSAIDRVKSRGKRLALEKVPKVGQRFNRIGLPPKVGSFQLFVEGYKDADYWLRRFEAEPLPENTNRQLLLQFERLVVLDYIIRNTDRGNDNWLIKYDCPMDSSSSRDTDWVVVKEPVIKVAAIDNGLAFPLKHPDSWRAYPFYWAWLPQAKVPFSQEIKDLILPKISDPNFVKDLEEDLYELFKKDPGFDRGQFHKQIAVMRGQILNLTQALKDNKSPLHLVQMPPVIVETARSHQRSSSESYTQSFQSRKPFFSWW
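In this quantitative HTS, ADP production by PI4K2A was quantified luminescently after 1 h at ambient temperature; 100 microM adenosine served as plate-quality control.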
* marks the source's active call; other numbers are inactive results. These rows are one share of the data; count on the stated rates, not on these rows.

Structure	PI4K2A block
O=c1c2cc3cc4c(cc3nc2ncn1CCc1ccccc1)OCO4	1.3
O=C(NCc1ccccc1)C(c1ccc(-c2ccccc2)cc1)N1CCN(c2ccccc2F)CC1 (stereo unspecified)	3.5
C[C@H](O)[C@@H]1CN2CCc3c([nH]c4ccccc34)[C@@H]2C[C@@H]1N(C)C(=O)Nc1cccc2ccccc12	-1.1
CCOC1=C2[C@@H](CN(S(=O)(=O)c3ccc(C)cc3)[C@H]2c2ccc(CC)cc2)[C@H]2C(=O)N(C)C(=O)[C@H]2C1	4.8
COc1ccc(NC(=O)c2cc(-c3cc(Cl)ccc3OC)n[nH]2)c(OC)c1	-1.0
CCOC(=O)C1=NOC(C(=O)NCCO)(C(=O)C2CC2)C1 (stereo unspecified)	0.0
CCNC(=O)C1CCCN(C(=O)c2ccc(C(=O)OC)cc2)CC1 (stereo unspecified)	-2.5
C=C1CCC2C(C)(C)CCC[C@]2(C)[C@H]1CC1=C(O)C(=O)C(CO)=CC1=O (stereo partly specified)	-13.1
Cc1ccccc1CN[C@@H]1CC[C@@]23CCCN2C(=O)CCC[C@H]3C1	0.7
COc1cc(CN2C[C@@H](CO)O[C@@H](n3cnc4c(NC5CCCC5)ncnc43)C2)cc(OC)c1OC	3.7
O=C(CCc1ccccc1)N[C@H]1[C@H](OC(=O)c2ccc3ccccc3n2)CCC[C@@]12C(=O)N(Cc1ccccc1)c1ccccc12	1.3
CCOC(=O)N(C)c1c(CC)nc2c(OCc3ccccc3)cccn12	2.6
C[C@H](NC(=O)[C@@H]1CCCN1C(=O)[C@@H]1CCCN1C(=O)c1ccccc1)c1ccccc1	-2.6
COc1ccc(CCCNC(=O)C2Cc3c(-c4ccc5c(c4)OCO5)ccnc3O2)cc1 (stereo unspecified)	-2.1
c1ccc(-c2c[nH]c3cccc(C4CCCCC4)c23)cc1	-1.1
COc1ccc(C(NC(=O)C2CCN(CCOc3ccc(Cl)cc3)CC2)c2cccs2)cc1 (stereo unspecified)	-3.2
CCOP(=O)(OCC)c1ccc2c(c1)C(=O)c1ccccc1-2	6.9
NC(c1csc(Nc2ccccn2)n1)C1CCCCC1 (stereo unspecified)	1.8
CCCCOc1ccc(C(=O)NC2CCCCN(Cc3ccccc3C)C2=O)cc1 (stereo unspecified)	1.8
Cc1cc(C)cc(-n2c3ccc(NC(=O)Cc4cccc5ccccc45)cc3c(=O)n2C)c1	3.9
COc1cc(Cl)c(CNC[C@H]2O[C@@H](n3cnc4c(=O)[nH]c(N)nc43)[C@H](O)[C@@H]2O)c(Cl)c1O	-4.8
O=CN1CCN(C(=O)C2CCN(c3ncnc4c3sc3cccc(F)c34)CC2)CC1	-1.5
CC(=O)NC(c1ccc(F)c(F)c1)c1nc(-c2ccc(C)c(C)c2)cs1 (stereo unspecified)	1.0
OC(c1ccc(-c2ccccc2)cc1)c1ncc(-c2ccccc2Cl)[nH]1 (stereo unspecified)	-1.6
COc1cc(-c2cnc3c(NC=O)cc(-c4ccsc4)cn23)cc(OC)c1OC	2.6
O=C(Cn1c(=O)c2cccn2c2cccnc21)NCCCN1CCN(c2ccc(Cl)cc2)CC1	-5.5
CCCNC(=O)C1(C)CCN(Cc2ccc(-c3ccccc3)o2)C1 (stereo unspecified)	-8.9
CCOC(=O)C1=C[C@@H](C)N(S(=O)(=O)c2ccc(C)cc2)[C@H]1c1ccccc1	1.0
O=C(Nc1cccc(Cl)c1)Nc1nnc([C@H]2C[C@H](O)[C@@H](CO)O2)s1	-3.3
CN(Cc1ccccc1)Cc1cc(=O)oc2ccccc12	-2.6
CC(c1cc(F)ccc1O)c1c[nH]c2ccccc12 (stereo unspecified)	1.2
CCN(CC)C(=O)CC[C@@H]1CC[C@]2(CCCN(C(=O)c3ccccc3)C2)O1	-1.1
COCCNC(=O)c1sc(=O)n(Cc2ccc(SC)cc2)c1C	-9.6
COc1cccc(NC(=O)C2(C)CCN2Cc2ccc3ccccc3c2)c1 (stereo unspecified)	-1.7
COC(=O)C1CN(Cc2cn(Cc3ccccc3)nn2)CCS(=O)(=O)N1Cc1ccc(F)cc1 (stereo unspecified)	-10.3
O=C(NCc1cccc(C(F)(F)F)c1)c1ccc2nc([C@@H]3O[C@H](CO)[C@@H](O)[C@H]3O)[nH]c2c1	2.4
CC1(C(=O)NS(=O)(=O)c2ccc(C#N)cc2)CCN1C(=O)CCC1CCCC1 (stereo unspecified)	-2.2
CCCCCN1CCCCC(NC(=O)c2ccc(F)cc2)C1=O (stereo unspecified)	0.2
CN(C)CCN(C)C1CN(C2CCCC2)S(=O)(=O)C1 (stereo unspecified)	-1.4
Cc1cccc(C(=O)O)c1O	-1.0
O=C(Nc1nc([C@@H]2O[C@H](CO)[C@@H](O)[C@H](O)[C@H]2O)cs1)NC(c1ccccc1)c1ccccc1	-2.0
CCOC(=O)Cn1cc(CN2CCS(=O)(=O)N(Cc3ccc(OC)cc3)C(C(=O)OC)C2)nn1 (stereo unspecified)	-5.6
O=c1cc(CN2CCN(c3ccc(Cl)c(Cl)c3)CC2)c2c(ccc3ccccc32)o1	0.7
c1ccc(-c2nc3c4ccccc4ccn3c2Cc2ccsc2)cc1	-0.1
CCNC(=O)C1(C)CCCN1C(=O)c1ccc(N(C)C)cc1 (stereo unspecified)	4.6
CCOC(=O)[C@]12CCCC=C1N(Cc1ccc(OC)cc1)C(=O)[C@@H]2CC(=O)NCC12CC3CC(CC(C3)C1)C2	-5.2
O=C(CCc1ccccc1)N[C@H]1/C(=N/O)CCC[C@]12C(=O)N(Cc1ccccc1)c1ccccc12	1.8
COCC(=O)N[C@H]1CC[C@@H](CC(=O)NCc2ccccc2OC)O[C@@H]1CO	-5.9
Oc1ccc(C[C@H]2CN([C@@H](Cc3ccccc3)CN3CCCC3CN3C(=S)NC[C@@H]3Cc3ccccc3)C(=S)N2CC2CCCCC2)cc1 (stereo partly specified)	0.8
CCOC(=O)C(C#N)=C(c1ccccc1)c1ccccc1	-3.4

The list goes on; the last 6 above are carried over.
Structure	PI4K2A block
CCNC(=O)C1(C)CCCN1C(=O)c1ccc(N(C)C)cc1 (stereo unspecified)	4.6
CCOC(=O)[C@]12CCCC=C1N(Cc1ccc(OC)cc1)C(=O)[C@@H]2CC(=O)NCC12CC3CC(CC(C3)C1)C2	-5.2
O=C(CCc1ccccc1)N[C@H]1/C(=N/O)CCC[C@]12C(=O)N(Cc1ccccc1)c1ccccc12	1.8
COCC(=O)N[C@H]1CC[C@@H](CC(=O)NCc2ccccc2OC)O[C@@H]1CO	-5.9
Oc1ccc(C[C@H]2CN([C@@H](Cc3ccccc3)CN3CCCC3CN3C(=S)NC[C@@H]3Cc3ccccc3)C(=S)N2CC2CCCCC2)cc1 (stereo partly specified)	0.8
CCOC(=O)C(C#N)=C(c1ccccc1)c1ccccc1	-3.4
CC(=O)NC(c1ccccc1)c1nc(-c2cnc3ccccc3c2)cs1 (stereo unspecified)	0.2
CC(C)CCN1CCC(CN2C(=O)C(=O)NC[C@@H]2CC(C)C)CC1	5.1
CC(C)n1nnnc1C1c2ccccc2C(=O)N1CCc1ccccc1F (stereo unspecified)	-3.7
CC(C)S(=O)(=O)NC(=O)C1(C)CCN1C(=O)Cc1ccccc1Cl (stereo unspecified)	2.4
Cc1csc(-c2cc(C(=O)NCc3cc(C(F)(F)F)cc(C(F)(F)F)c3)n[nH]2)c1	-5.4
CN(c1cccc(F)c1)c1cc2c(c3c1ccn3C)C1CCC2C1 (stereo unspecified)	2.3
CC(C)CNS(=O)(=O)/C=C/c1ccccc1CCNC(=O)OC(C)(C)C	-1.8
CCCNC(=O)C1(C)CCCN(Cc2ccccc2N(C)C)C1 (stereo unspecified)	-3.5
CC(C)Nc1nc(-c2ccccc2F)c2sc(-c3ccccc3)cc2n1	0.4
CCOC(=O)[C@]12CCCC=C1N(CCC1=CCCCC1)C(=O)[C@H](CC(=O)NCC13CC4CC(CC(C4)C1)C3)C2	0.5
CCOc1ccc(CCNC(=O)Cc2ccccc2)cc1OCC	0.9
C[C@H]1CN([C@@H](C)CO)C(=O)CCCn2nncc2CO[C@H]1CN(C)C(=O)Nc1cccc2ccccc12	3.3
O=C1NC[C@H](CCCCN2CCN(CCc3ccccc3)C(=O)C2=O)N(CCc2ccccc2)C1=O	2.3
CCOC(=O)C1(C)CCN1C(=O)COc1ccc(C(C)(C)C)cc1 (stereo unspecified)	5.4
O=C(Nc1ccccc1)C1Cc2c(-c3cccc(F)c3)ccnc2O1 (stereo unspecified)	3.3
COC(=O)c1cc(S(=O)(=O)N2CCN(c3ccccc3C)CC2)cn1C	3.8
COCCNC(=O)C1CCCN(C(=O)c2ccc(C(F)(F)F)nc2C)CC1 (stereo unspecified)	2.6
CCOC(=O)C1=CCC(c2cc3ccc(OC)cc3n2C(=O)OC(C)(C)C)NC1 (stereo unspecified)	-0.6
COc1ccc(CN2C(=O)c3ccnn3CC2(C)c2nnnn2-c2c(C)cccc2C)cc1 (stereo unspecified)	0.5
O=c1[nH]c(=S)[nH]c2c1C(c1ccc(F)cc1)OC(CCC(F)(F)F)C2 (stereo unspecified)	1.8
O=C1O[C@@H](c2ccccc2)C[C@@H](O)[C@H](O)CCCc2ccccc21	-8.6
O=C1NC[C@H](CCCCN2C[C@H](Cc3ccccc3)N(CC3CCCCC3)C(=O)C2=O)N(CCc2ccc(O)cc2)C1=O	-0.7
CN(C)CCN1CCN(C2CN(Cc3cn(Cc4ccccc4)nn3)S(=O)(=O)C2)CC1 (stereo unspecified)	-10.0
CCOc1cc(OCC)cc(C(=O)NCCN2CCC(n3c(=O)[nH]c4ccccc43)CC2)c1	-0.7
COC(=O)c1ccc(CNC(=O)CC[C@H]2O[C@@H](n3cc(C)c(=O)[nH]c3=O)C[C@@H]2O)cc1	-3.7
COC(=O)[C@]12C[C@H](CC(=O)NCc3ccc(OC)c(OC)c3)C(=O)N(Cc3cccc4ccccc34)C1=C[C@H](C(C)(C)C)O[C@@H]2C	2.1
COc1ccc(C(=O)C(=O)N2CCN(C(=O)OCc3ccccc3)CC2)cc1	-0.9
Cn1ccc2c(-c3cccc(C=O)c3)cc3c(c21)C1CCC3O1 (stereo unspecified)	2.1
Oc1ccc(Cl)c(CN2CCN(c3ncc(Cc4ccccc4)cn3)CC2)c1	1.7
CC(C)[C@@H]1C(=O)N[C@H](Cc2cn(S(=O)(=O)c3ccccc3)c3ccccc23)C(=O)N1C	3.3
CCn1c(=O)n2n(c1=O)[C@]1(C=C(C)C2)CN(Cc2ccc(OC)cc2OC)C(NC(=O)c2ccccc2)=N1	-3.5
O=S1(=O)N[C@@H](Cc2ccccc2)COc2cccc(N3CCC[C@@H]3CO)c21	1.5
CC(C)(C)n1nnnc1C(c1cc2ccccc2o1)N1CCOCC1 (stereo unspecified)	-2.4
COc1ccc(C(=O)N2CCCC(c3cc(C(=O)Nc4ccccc4)no3)C2)cc1 (stereo unspecified)	-2.9
COc1ccc([C@@H]2C[C@H]3[C@@H](CN2S(=O)(=O)c2ccccc2)C(=O)C[C@@H](c2cccc(Cl)c2)N3S(=O)(=O)c2ccc(C)cc2)cc1	-0.8
Cc1cc(NS(=O)(=O)C2CCN(C(=O)Cc3ccc(Cl)c(Cl)c3)CC2)no1	5.4
O=S1(=O)CC(N2CCCCC2)CN1Cc1ccc(F)cc1 (stereo unspecified)	-0.9
O=c1c(-c2cccs2)nc2ccccc2n1C(CCc1ccccc1)c1nc2ccccc2[nH]1 (stereo unspecified)	-1.0
Cc1ccc(CN2CC(N3CCN(CCO)CC3)CS2(=O)=O)cc1 (stereo unspecified)	2.8
COc1ccc2[nH]c3c(c(=O)c2c1)CCCC3	-0.4
CCCCOc1ccc(S(=O)(=O)NC(=O)C2(C)CCN2C(=O)Cc2ccccc2Cl)cc1 (stereo unspecified)	5.5
Cc1cccc(S(=O)(=O)NC(=O)C2(C)CCN2C(=O)c2ccc(C3CCCCC3)cc2)c1 (stereo unspecified)	-0.2
Nc1c(C(=O)N2CCOCC2)cnn1Cc1ccccc1	-2.7
CN(CCc1ccccc1)c1cc2c(c3c1ccn3C)C1CCC2O1 (stereo unspecified)	-11.5
O=C1CCC[C@H]2Cc3nc4ccccc4cc3C[C@]23CCCN13	1.5
COC(=O)[C@@]1(Cc2ccc(F)cc2)[C@H]2c3cc(C(=O)N(C)C)n(Cc4cc(F)cc5c4OCOC5)c3C[C@H]2CN1C(=O)c1ccccc1	0.3
CCCCNC(=O)C[C@@H]1C[C@@]2(C(=O)OC)CCCCC=C2N(Cc2cccc3ccccc23)C1=O	4.0
CC(=O)Nc1cc(-c2cccc(C(=O)N(C)C)c2)cn2c(-c3cccc(C(F)(F)F)c3)cnc12	-5.6
O=C(O)c1ccc(OCCN2CCCCC2)cc1	-1.7
COc1cccc(Cn2c3ccc(NC(=O)Cc4ccccc4C)cc3c(=O)n2C)c1	-1.7

New compounds follow:
Structure	PI4K2A block
COc1ccc(NC(=O)C2(C)CCN2Cc2ccccc2OC(F)F)cc1OC (stereo unspecified)	-3.6
CC(=O)Nc1cccc(-c2ccnc3c2CC(C)(C(=O)Nc2cccc(C(C)=O)c2)O3)c1 (stereo unspecified)	-2.1
CC(CC(=O)Nc1ccc2c(c1)c(=O)n(C)n2-c1ccccc1F)c1ccccc1 (stereo unspecified)	3.0
O=C(Nc1cccc(S(=O)(=O)N2CCCC2)c1)[C@@H]1O[C@H](CO)[C@@H](O)[C@H]1O	2.0
CC[C@H]1C=C[C@@H](C(=O)NS(=O)(=O)c2ccc(C)cc2)N(C(C)=O)C1	3.4
CC(C)(C)OC(=O)Nc1ccccc1-n1nnnc1C(C(=O)c1ccc(F)cc1)N1CCN(c2ccccn2)CC1 (stereo unspecified)	-4.4

Bioassay records deposited in PubChem by National Center for Advancing Translational Sciences (NCATS).
